Source: PubChem
KKLEB tox = counter-screen for CF NF-kB inhibitors: cytotoxicity. KKLEB CF airway cells viability, ATPlite luminescence, overnight; hits give low values; cells stimulated with P. aeruginosa culture filtrate. activity change (cytotoxicity), % at 5 µM. hit rate 0.36% among 360,000. AID 602141;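 active means corrected activity change at or below -50% at 5 µM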
Shn3 3UTR inh = Schnurri-3 reporter inhibition in Clone20 osteoblasts; Clone20 osteoblast Shn3 3'UTR firefly luciferase, 24 h; inhibition, % at 12.5 µM; hit rate 0.52% among 360,000; AID 588674;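 active means mean inhibition of at least 75% with every replicate also reaching 75%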;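 further: 0% = median of neutral control wells and 100% = pilot-screen positive control compound; some compounds past the cut are filed as inactive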
NR2E3 ag-1 = activates human photoreceptor nuclear receptor NR2E3; GST-NR2E3/biotin-RetCOR TR-FRET, 1536-well; inhibition of corepressor binding, % at 4.78 µM; hit rate 0.12% among 320,000; AID 2300;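 active means percent inhibition above the cutoff of mean plus 3 SD of all tested compounds, set per screening campaign, cut at about 20% in these data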;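 further: 0% = DMSO wells and 100% = biotin wells as full block of FRET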
Target sequence (Q9Y5X4 whole entry, looked up): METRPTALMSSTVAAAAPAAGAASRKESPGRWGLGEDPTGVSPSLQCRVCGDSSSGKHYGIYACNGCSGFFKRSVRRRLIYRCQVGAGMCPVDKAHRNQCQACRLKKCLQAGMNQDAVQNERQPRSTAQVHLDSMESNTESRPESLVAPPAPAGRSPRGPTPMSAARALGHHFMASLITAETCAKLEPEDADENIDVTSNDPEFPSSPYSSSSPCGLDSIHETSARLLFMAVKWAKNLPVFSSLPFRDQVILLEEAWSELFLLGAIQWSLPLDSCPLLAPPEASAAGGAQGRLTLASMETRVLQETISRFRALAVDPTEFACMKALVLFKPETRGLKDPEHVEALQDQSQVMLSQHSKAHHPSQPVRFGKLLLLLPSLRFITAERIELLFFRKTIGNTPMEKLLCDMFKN
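Material: NR2E3–RetCOR corepressor complex | Quantity: 1.35 nM GST-tagged NR2E3 final | Schedule: 5 h at 4 °C | Replication: Singlicate compound wells | Reagent: RetCOR corepressor, biotinylated, 7 nM | Controls: Biotin wells as high control, 0.6% DMSO wells as low control | Signal: TR-FRET, Eu(K)-anti-GST donor, streptavidin-D2 acceptor, ex 340, em 617/671 nm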
NR2E3 ag-2 = human photoreceptor-specific nuclear receptor agonism; Q9Y5X4; CHO-S Gal4-NCOR/VP16-NR2E3 two-hybrid, luciferase; inhibition of corepressor binding, % at 3.98 µM; hit rate 0.35% among 360,000; AID 602229;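 active means inhibition above the mean of all tested compounds plus 3 SD, cut at about 70% in these data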;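 further: 0% = DMSO with NR2E3 transfected cells and 100% = cells lacking NR2E3 construct; higher means lower luciferase signal from less NR2E3 corepressor binding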
CF NFkB block = cystic fibrosis NF-kB activation inhibition; KKLEB NF-kB-GFP reporter, PAF-induced, GFP fluorescence overnight; inhibition, % at 5 µM; hit rate 0.86% among 360,000;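 active means at least 50% inhibition at 5 µM, scaled per plate between neutral and stimulator controls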;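 further: PAF is a Pseudomonas aeruginosa culture filtrate used as stimulus; plate controls were PAF-stimulated DMSO wells for no effect and unstimulated DMSO wells for full effect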
LMP1 NFkB inh = reduces LMP1-driven NF-kappaB luciferase signal | AID 504558 | inhibition, % at 12.5 µM | hit rate 0.69% among 350,000 | LMP1-induced NF-kappaB luciferase reporter cells, luminescence; in the data active means inhibition above about 41%;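 further: 0% = neutral control wells and 100% = reference inhibitor control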
TRPM1 prom inh = reduces MITF-dependent TRPM1 promoter luciferase signal; SK-MEL-5 TRPM1 promoter luciferase, 24 h; inhibition, % at 12.5 µM; hit rate 0.83% among 330,000; AID 488899;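 active means mean inhibition across replicates of 60% or more, whatever share of single replicates reaches that level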; further: values of inactives mirror those of a sister screen read the other way
C8 TRAIL sens = caspase-8 TRAIL sensitization. NB7+C8 cells + TRAIL, ATPlite viability luminescence. inhibition (viability loss, TRAIL sensitization), % at 10 µM. hit rate 1% among 360,000. AID 624354;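 active means compounds causing at least 50% loss of cell viability in the single-dose screen, relative to plate controls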
hiPSC survival = hiPSC single-cell survival enhancement | ATPlite luminescence; 100% = ROCK inhibitor wells, 0% = DMSO | AID 602274 | survival enhancement, % at 20 µM | hit rate 0.044% among 360,000; in the data active means survival enhancement above about 18%;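 further: cells exposed to compounds for 16 hours before the ATP read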
Peg3 prom inh = Peg3 promoter activity inhibition | HeLa PEG-Prom luciferase reporter, luminescence, overnight | inhibition, % at 20 µM | hit rate 1.7% among 360,000 | AID 588405;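 active means inhibition of at least 50% at 20 µM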
HIF-2a block = blocks HIF-2a reporter activity; 786-0 RCC cells HIF-2a reporter, luciferase luminescence, overnight; inhibition, % at 18.8 µM; AID 624352; hit rate 0.72% among 360,000;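 active means inhibition of the luminescence signal of 40% or more relative to plate controls, in a single-dose primary screen at 18.75 µM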
Active calls of the source: *; . = not tested or not shown. The list is partial; count on the stated rates, not on these rows.

SMILES	KKLEB tox	Shn3 3UTR inh	NR2E3 ag-1	NR2E3 ag-2	CF NFkB block	LMP1 NFkB inh	TRPM1 prom inh	C8 TRAIL sens	hiPSC survival	Peg3 prom inh	HIF-2a block
CC(Sc1nc(O)c(-c2ccccc2)c(=O)[nH]1)C(=O)Nc1ccc(Cl)cc1 (centres undefined)	2	13	2	-35	8	-5	-5	-6	0.0	0	-5
CCN(CC)S(=O)(=O)c1ccc(S(=O)(=O)N2CCN(CCC#N)CC2)cc1	-15	11	2	18	-16	4	3	-3	1.0	3	0
C=CCNCCOCCOc1ccc(Cl)cc1C(C)(C)C	-13	5	2	27	2	0	3	-7	-0.8	-3	19
CCOc1ccc(NS(=O)(=O)c2ccc(C(=O)NCc3ccccn3)cc2)cc1	-2	51	-1	9	-14	3	10	4	-0.4	20	10
O=c1c2cn[nH]c2[nH]c(=S)n1-c1cccc2ccccc12	3	-5	13	2	10	-5	10	2	6.3	-2	3
CC(C)(C)C(=O)Nc1ccc(S(=O)(=O)c2ccc(NC(=O)C(C)(C)C)cc2)cc1	0	-12	7	4	12	-16	5	3	-1.3	13	6
Cc1ccc(O)c(NC(=O)c2cc(-c3ccc(F)cc3)on2)c1	-19	-52	3	-15	-4	-15	-49	36	1.6	-146	-59
O=C(COC(=O)C1CC2C=CC1C2)Nc1cccc(S(=O)(=O)N2CCCCC2)c1 (centres undefined)	-4	9	0	-6	-3	-4	8	-4	-0.1	12	21
COc1ccc(CNC(=O)c2ccc3c(c2)N(C)CCS3)cc1	4	-23	2	-26	-22	0	.	12	-1.6	-29	-85
COC(=O)[C@H](Cc1ccccc1)NC(=O)[C@@H](N)CC(=O)O	-16	-6	2	-11	-1	6	10	9	0.1	2	4
NS(=O)(=O)c1ccc(NC(=O)CCCC(=O)O)cc1	-1	-7	-5	9	14	1	15	-1	-0.6	3	4
Cc1ccc(-c2nn(-c3cc(Cl)ccc3[N+](=O)[O-])c(=O)c3ccccc23)cc1	3	8	0	-9	-15	-3	-6	0	1.0	31	1
CC1CCc2nc3ccccc3c(C(=O)OCC(=O)NC3CCS(=O)(=O)C3)c2C1 (centres undefined)	-10	13	0	-4	15	-4	-6	-5	1.7	6	15
O=C(CC(=O)Nc1ccccc1F)Nc1ccccc1F	0	6	0	-21	3	1	1	-15	-0.1	-8	-23
c1ccn2c(SCc3ccc4c(c3)OCCO4)nnc2c1	-4	-51	5	-70	-15	-15	-68	-4	5.6	-142	-177
Cc1ccc(-c2csc3nc(C)n(N)c(=O)c23)cc1	-1	3	0	-14	3	5	-2	-7	2.7	-21	-3
CCOC(=O)c1c(C)[nH]c(C(=O)OCCOc2ccccc2C)c1C	-25	-75	.	-119	13	24	-71	3	12	-204	-228
COc1ccccc1-c1nnc(C2CCN(S(=O)(=O)c3ccc([N+](=O)[O-])cc3)CC2)o1	-8	3	-1	0	4	9	36	8	-0.3	20	8
Cc1cccc(NS(=O)(=O)c2c(C)[nH]c(C)c2C(=O)N2CCCC2)c1	3	-7	4	-11	9	1	-5	1	-0.6	2	7
COc1cc(-c2cc[n+](C)cc2)ccc1O	-10	2	-1	-14	1	-9	-13	-13	-1.0	-4	-2
CC1=C(C#N)c2nc(N)c(C#N)c(C)c2/C1=C\c1ccc(OCC(=O)O)c(Cl)c1	-10	3	1	-23	2	2	11	-2	0.1	0	13
Cc1ccc(NC(=O)c2ccc(C(C)(C)C)cc2)cc1-n1cnnn1	-11	20	3	-20	30	-1	-25	15	-1.9	-75	-60
CC(C)(C)OC(=O)NCc1ccc(CNC(=O)c2nc[nH]c2C(=O)N2CCN(c3ccccc3)CC2)cc1	-6	31	4	-8	-12	-7	-3	-5	2.4	3	-1
COc1ccc(OCC(O)CN2CCOCC2)cc1 (centres undefined)	-7	-8	5	-35	13	-7	6	-3	0.1	-3	17
CCn1c(NCc2ccccn2)nc2ccccc21	-2	-32	-1	-11	-10	-13	-8	-4	-3.1	-40	-57

Continuation.
SMILES	KKLEB tox	Shn3 3UTR inh	NR2E3 ag-1	NR2E3 ag-2	CF NFkB block	LMP1 NFkB inh	TRPM1 prom inh	C8 TRAIL sens	hiPSC survival	Peg3 prom inh	HIF-2a block
COc1ccc(/C=C/c2cc(C(F)(F)F)[nH]c(=O)n2)cc1OC	7	-26	4	53	-6	2	31	-11	-0.5	7	20
C/C=C/C(=O)Nc1cccc(C2=NOC3(C2)C[C@H](C(N)=O)N(C(=O)/C=C/C)C3)c1 (some centres undefined)	-20	8	3	-30	-1	-5	-1	16	-0.6	8	6
COc1cc(NC(=O)Cn2c(C)cc3ccccc3c2=O)cc(OC)c1OC	7	15	3	3	-23	5	-8	5	-1.2	4	12
CN1CCN(C(=O)c2cc3c(s2)-c2ccccc2S(=O)(=O)C3)CC1	-23	2	3	1	10	-8	-6	7	0.2	-2	1
C#Cc1cccc(Nc2nc(NCCOC)nc3ccsc23)c1	-9	50	.	27	19	.	.	8	-0.1	19	22
O=c1c2ccccc2nc(/C=C/c2cccnc2)n1Cc1ccccc1	-12	8	.	-23	22	-15	9	-5	0.0	30	30
CCOC(=O)C1CCCN(C(=O)CCC(=O)Nc2ccc3nc(N4CCOCC4)cc(C)c3c2)C1 (centres undefined)	14	-11	1	3	-2	-1	4	-2	-0.5	-58	-101
COc1ccc([N+](=O)[O-])cc1NC(=S)NC(NC(=O)C(c1ccccc1)c1ccccc1)C(Cl)(Cl)Cl (centres undefined)	1	45	-1	12	33	37	19	28	3.4	50*	-10
Cc1ccc(C(=O)OCC(=O)NCc2cccc(Cl)c2)cc1S(=O)(=O)N1CCCCC1	-7	21	.	-15	8	-2	10	7	-0.5	9	7
Cc1ccc(C)c2nc3sc(C(=O)N4CCCc5ccccc54)c(N)c3cc12	-1	15	-4	-8	-30	-1	-8	-11	0.0	16	-1
COc1ccc(C(O)c2ncc(-c3cccc(OC)c3)[nH]2)cc1 (centres undefined)	-6	-30	.	-1	-7	.	.	0	-2.7	-6	-5
CN(C)C(=O)c1ccc(NC(=O)COC(=O)C2CCN(S(=O)(=O)c3ccc4c(c3)OCCO4)CC2)cc1	8	9	-2	2	-7	-2	2	-4	0.0	-3	-1
O=C(COc1ccccc1)N1CCN=C1SCc1cccc(F)c1	-1	7	3	-7	11	-6	-10	16	-0.3	3	1
CC1CC(C)CN(c2ncnc3c2cnn3-c2ccc(Cl)cc2)C1 (centres undefined)	18	-14	0	30	-2	-55	-20	24	-2.4	-289	-120
Oc1ccc(Cl)cc1CNc1ccccn1	-5	-6	-5	-37	-10	-2	-15	-1	0.4	-39	-12
O=C(Nc1nnc(C2COc3ccccc3O2)o1)c1ccc(F)cc1 (centres undefined)	9	-5	-1	-3	-12	19	4	8	-0.7	14	-4
CCCc1nc2oc3cc(OC)ccc3c(=O)c2c(=O)n1Cc1ccco1	8	-10	4	-43	-15	13	-2	-6	-0.3	-5	2
NC(=O)c1ccc(SCC(=O)OCC(=O)NCc2cccs2)c([N+](=O)[O-])c1	-2	4	-1	-18	-12	-3	8	5	0.0	9	4
COc1ccc(Cl)cc1C(=O)NNC(=O)CN1C(=O)C2CC=CCC2C1=O (centres undefined)	9	-10	1	-17	-2	0	7	-8	2.9	9	13
COc1ccc2c(C)cc(SCC(=O)NC3CCCCC3)nc2c1	9	31	.	14	18	-5	13	0	-0.2	30	7
Nc1c(-c2cccs2)cnc2c(-c3ccc(F)cc3)cnn12	-20	-83	0	-168	7	-42	-69	61*	-0.9	-351	-288
CCOC(=O)c1c(CN(CC)CC)oc2ccc(OC)cc12	-3	-7	-1	-3	-8	2	1	-8	-0.5	-38	7
Cc1cc(C(=O)NNC2CC(=O)N(c3ccc4ccccc4c3)C2=O)c(C)o1 (centres undefined)	-14	-13	4	-7	-1	5	9	-1	-0.3	5	5
COc1ccccc1N(CC(=O)NC1CCCCC1)S(=O)(=O)c1ccccc1	-5	-8	3	13	-1	-8	-11	1	-0.6	11	13
Cc1cc(C)n2nc(-c3cccc(Br)c3)cc2n1	-6	-68	-1	-67	22	-21	-12	8	-0.5	-286	-249

(more compounds)
SMILES	KKLEB tox	Shn3 3UTR inh	NR2E3 ag-1	NR2E3 ag-2	CF NFkB block	LMP1 NFkB inh	TRPM1 prom inh	C8 TRAIL sens	hiPSC survival	Peg3 prom inh	HIF-2a block
CCc1cc(C(=O)N2CCCC(C(=O)c3cccc4ccccc34)C2)n(C)n1 (centres undefined)	-3	10	-1	1	0	10	8	10	0.7	9	-13
CCOc1ccc(N(CC(=O)NC2CCCCC2)C(=O)CCC(=O)Nc2nccs2)cc1	-6	13	2	0	20	5	-6	-10	-0.5	-1	16
Cc1ccc2c(c1)C1CN(C)CCC1N2C(=O)COc1ccc(N(C)S(=O)(=O)c2cccs2)cc1 (centres undefined)	-10	-17	2	1	-2	-1	-16	-2	-0.5	4	5
Cc1ccc(CSc2nnc(-c3ccco3)o2)cc1	2	-82	0	-141	5	-25	-75	12	2.6	-293	-225
O=C(CSc1nnnn1-c1ccc(Cl)cc1)NC(=O)Nc1ccc2c(c1)OCCO2	-14	-67	-1	-32	12	-24	-75	-35	-1.9	-147	-160
CCOC(=O)N1CCN(C(=O)Nc2sc3nc4n(c(=O)c3c2C)CCC(C)CC4)CC1 (centres undefined)	2	6	1	5	-8	-9	11	1	1.9	-4	10
Cc1cc(C(=O)Nc2ccc(N3CCCCC3)cc2)no1	0	-4	-1	-148	-3	29	-6	40	-0.6	-101	-98
COC(=O)C1C/C(=N/NS(=O)(=O)c2ccc(C)cc2)CS1 (centres undefined)	-1	-16	.	-53	-4	0	17	5	-0.5	14	10
COc1ccc(N2CCN(Cc3nc4c(c(=O)n(C)c(=O)n4C)n3CC(C)=O)CC2)cc1	0	39	3	-1	-2	3	0	-25	0.6	12	9
O=C(/C=C/c1ccc(NC(=O)c2ccccc2-c2ccccc2C(=O)O)cc1)c1ccccc1	1	-8	4	16	-30	1	-4	-10	-0.8	-5	7
O=C(CSc1nnc(CN2CCOCC2)n1-c1ccccc1)N1CCc2ccccc21	8	-3	2	-19	-1	-15	-7	1	6.9	-3	7
Cc1ccc(S(=O)(=O)CCC(=O)Nc2ccc3nc(C)sc3c2)cc1	2	8	-1	11	9	-3	10	2	-0.6	11	15
Cc1ccc(NS(=O)(=O)c2ccc(NC(=O)c3ccc(-c4ccccc4)cc3)cc2)c(C)c1	-5	.	1	-12	0	-11	-9	28	-1.8	21	15
CN(C)S(=O)(=O)c1ccc(C(=O)Nc2nc(-c3cc4ccccc4o3)cs2)cc1	-13	62	3	28	30	2	15	40	1.0	-29	-2
